High-throughput results as filed in PubChem BioAssay.
p53null 32C kill = kills p53 null cells at the permissive temperature; H1299-neo p53 null cells, ATP luminescence, 24 h, 32C; Potency, µM (series often up to 46.1 µM), without a hit: at the top dose activity change, negative = cytotoxicity, hits mostly cytotoxic; 55,000 compounds, 0.62% hits;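 note: potency is the fitted concentration of half-maximal effect; 0% = DMSO only and -100% = full killing by 100 µM tamoxifen; nearly all actives have a fitted effect of over 55% in size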
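Overnight 37C seeding (600 cells/well) of H1299-neo preceded a 24 hr, 32C exposure to compounds up to 46 uM. ATP levels, read by luminescence after 20 min at RT, indicated surviving cells.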
B2AR arrestin ag = agonists recruiting beta-arrestin to human beta2-adrenergic receptor; HTLA Tango cells, beta-arrestin recruitment, luciferase luminescence, 18 h; 44,000 tested, under 10 active; P07550; AID 1347077; Potency, µM (series often up to 46.1 µM), for inactives: at the highest dose activation, most hits filed as activators;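 note: potency is the fitted concentration of half-maximal effect; 0% = DMSO and full agonism = EC100 isoproterenol or metaproterenol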
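Ligand-induced beta-arrestin recruitment to recombinant beta2-AR is measured via a tTA-driven luciferase reporter in Tango cells after 18 hr compound exposure at 37 degrees C. Concentrations span up to 46 microM.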
PTAP-TSG101 blk = blocks PTAP binding to human TSG101, validation; Q99816; Fluorescence polarization, FITC-PTAP peptide/Tsg101, 20 min; Potency, µM (top dose mostly 115 µM), without a hit: at the top dose activity change, negative = inhibition, actives largely listed as inhibitors; 44,000 tested, under 10 active; AID 1347069; note: potency is the fitted concentration of half-maximal effect; 0% is about no effect
Target sequence (Q99816 whole entry, looked up): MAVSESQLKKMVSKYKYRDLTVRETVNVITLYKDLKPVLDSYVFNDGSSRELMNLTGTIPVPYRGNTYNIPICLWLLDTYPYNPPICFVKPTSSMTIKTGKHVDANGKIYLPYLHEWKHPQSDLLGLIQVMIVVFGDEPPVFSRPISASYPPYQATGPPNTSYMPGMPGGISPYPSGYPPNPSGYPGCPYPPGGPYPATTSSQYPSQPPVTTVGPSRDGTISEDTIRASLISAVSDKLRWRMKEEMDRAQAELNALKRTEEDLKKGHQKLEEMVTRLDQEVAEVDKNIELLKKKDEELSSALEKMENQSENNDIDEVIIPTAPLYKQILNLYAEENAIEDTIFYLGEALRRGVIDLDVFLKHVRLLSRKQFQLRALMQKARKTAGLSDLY
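Fluorescence polarization: Tsg101 binding domain (10 uM final) in 10 mM HEPES pH 7.5, 0.15 M NaCl, 0.01% Tween 20, 3 mM EDTA, 0.1 mM TCEP; compounds pinned; FITC-PTAP peptide 50 nM final; 20 min, r.t.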
FH mod = Identification of activators of human fumarate hydratase by quantitative high-throughput screening; FH coupled MDH/diaphorase resazurin fluorescence, 15 min; AID 1347055, 2019; Potency, µM (series often up to 79.9 µM), for the others: at the highest dose activity change, negative = inhibition, usual class: inhibitors; Fumarate hydratase, mitochondrial (Homo sapiens), P07954; 54,000 compounds, 0.22% hits; note: potency is the fitted concentration of half-maximal effect; % is set by controls: 0 for no effect and ±100 for the full control effect; the screen sought activators but most active calls are inhibition curves; nearly all actives have a fitted effect of over 45% in size
NTMT1 inh = NTMT1 methyltransferase inhibition; 59,000 compounds, 2.5% hits; Potency, µM (highest dose often 114 µM), for inactives: top-dose activity change, negative = inhibition, hits mostly inhibitors; NTMT1 MTase-Glo SAH luminescence, purified enzyme;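 note: potency is the fitted concentration of half-maximal effect; plate controls were DMSO vehicle for no effect and no enzyme for full effect; nearly all actives have a fitted effect of over 65% in size; many of its hits are not listed in these tables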
Target sequence (Q9BV86 whole entry, looked up): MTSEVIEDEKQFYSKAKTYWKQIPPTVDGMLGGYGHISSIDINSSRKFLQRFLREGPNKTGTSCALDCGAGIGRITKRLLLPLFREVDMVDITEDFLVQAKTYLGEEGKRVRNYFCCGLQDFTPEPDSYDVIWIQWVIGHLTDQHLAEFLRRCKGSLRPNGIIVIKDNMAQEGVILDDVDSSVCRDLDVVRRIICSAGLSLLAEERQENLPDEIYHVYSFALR
p53null 39C kill = p53 null cell cytotoxicity, nonpermissive temperature. 55,000 compounds, 0.97% hits. Potency, µM (highest dose often 46.1 µM), without a hit: top-dose activity, negative = cell killing, usual class: cytotoxic. H1299 p53-null (neo) cells, 39C, ATPlite viability, 24 h;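 note: potency is the fitted concentration of half-maximal effect; 0% = DMSO only and -100% = full killing by 100 µM tamoxifen; nearly all actives have a fitted effect of over 50% in size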
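Concentration-response (up to 46 uM) was run for 24 h at the nonpermissive 39C on H1299-p53A138V or H1299-neo cells. ATP content was measured with ATPlite luminescence. AC50 values were Hill-modeled after normalizing between DMSO and 100 uM tamoxifen killing.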
GALK inh = GALK (human) enzyme inhibition | recombinant GALK, Kinase-Glo ATP luminescence, 1 h | Potency, µM (top dose mostly 57.5 µM), inactives show at the highest dose activity, negative = inhibition, most hits filed as inhibitors | 44,000 tested, under 10 active;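 note: plate controls were full GALK reaction for no effect and reaction lacking GALK for full effect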
Target sequence (P51570 whole entry, looked up): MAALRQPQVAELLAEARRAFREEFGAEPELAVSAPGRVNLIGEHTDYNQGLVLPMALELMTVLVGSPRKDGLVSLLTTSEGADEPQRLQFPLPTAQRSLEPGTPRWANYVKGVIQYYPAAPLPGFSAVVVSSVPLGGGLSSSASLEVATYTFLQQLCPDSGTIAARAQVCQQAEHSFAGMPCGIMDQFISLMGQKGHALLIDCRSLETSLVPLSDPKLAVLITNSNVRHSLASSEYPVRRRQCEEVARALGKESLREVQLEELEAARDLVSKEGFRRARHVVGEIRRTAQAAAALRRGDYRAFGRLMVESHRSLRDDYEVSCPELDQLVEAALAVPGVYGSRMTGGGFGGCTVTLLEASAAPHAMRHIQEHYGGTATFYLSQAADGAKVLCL
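Human GALK (5 nM) was incubated with 35 uM ATP and 100 uM galactose in 20 mM HEPES pH 8.0 with MgCl2, NaCl, DTT and BSA for 1 h at room temperature. Remaining ATP was measured by Kinase-Glo Plus luminescence.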
An asterisk follows results filed as active; ? = inconclusive; . = not tested or not shown; [ ] = dose if it differs, or a comment. Calls come from the whole dose curve; as a rule, active = well fitted curve in the direction sought with a large enough effect; inconclusive = small, poorly fitted or top-dose-only effect, or another doubt; inactive = no such curve, though single readings can be large; an effect the other way counts as inactive or inconclusive. These rows are one share of the data, so the mix of outcomes need not match the whole.

SMILES | p53null 32C kill | B2AR arrestin ag | PTAP-TSG101 blk | FH mod | NTMT1 inh | p53null 39C kill | GALK inh
Cc1nc2cc(-c3ccccc3)nn2c(C)c1CCC(=O)NCc1cccc(Cl)c1 | -0.6% | -0.2% | 2.1% | -12.1% | -1.1% | -26.5% | 0.6%
COc1ccc(CCNC(=O)c2ccc3c(c2)CCN3S(=O)(=O)c2ccc(C)cc2)cc1OC | -2.3% | -1.6% | -2.1% | -27.3% | -1.3% | -2.3% | ?
O=C(CSc1n[nH]c(-c2ccccc2)n1)NCCc1ccccc1 | -8.1% | 0.4% | -1.6% | -6.4% | -3.9% | ? | 1.8%
CCC(=O)N1CCc2cc(S(=O)(=O)CCC(=O)N(C)c3ccc(OC)cc3)ccc21 | 5.4% | -0.9% | -12.5% | -0.9% | ? | 18.5% | 9.0%
COc1ccc2c(CNCc3cccs3)c(C(=O)O)n(Cc3ccccc3F)c2c1 | -10.7% | 2.1% | 6.4% | -13.9% | -1.5% | ? | 2.8%
Cc1cc(Nc2ccc(C(C)C)cc2)nc(-n2nc(C)cc2C)n1 | 6.7% | 0.1% | -2.8% | -6.8% | -4.4% | 31.5%[activator] | -0.3%
CCc1nn(CC(=O)N2CCCCC2)c(=O)c2cc3occc3n12 | 3.1% | -3.2% | -8.6% | -2.1% | 11.0% | -6.2% | 7.4%
CCOc1ccc(NC(=O)CSc2nnc3c(C)cc4ccccc4n23)cc1 | 1.6% | -0.7% | 7.3% | -11.6% | 16.8% | 7.6% | 3.2%
O=C(NCc1ccc(F)cc1)c1cc2n(n1)CCCN(Cc1ccc(F)cc1)C2=O | 6.3% | 0.4% | -1.7% | -8.7% | 14.8% | -11.6% | 0.1%
Cc1ccc(-c2cc(C(=O)N3CCN(S(=O)(=O)c4ccc(Br)cc4)CC3)[nH]n2)cc1C | -5.7% | -0.6% | -1.9% | 5.0% | -7.7% | -11.8% | 4.3%
O=C(NCCc1ccccc1)C1CCC(CNS(=O)(=O)c2ccc(Cl)cc2)CC1 (stereo unspecified) | 0.2% | -0.8% | -2.7% | 15.2% | -0.6% | 16.6% | -0.1%
COc1cccc(N2CC(NC(=O)c3ccc(S(=O)(=O)N4CCCC4)cc3)CC2=O)c1 (stereo unspecified) | -8.4% | -2.5% | -3.9% | -6.7% | 9.3% | 26.0% | 0.6%
Cc1cc2ccccc2n1-c1ccc(C(=O)N2CCCCC2)s1 | 19.0% | -0.1% | 3.0% | -22.5% | -4.5% | -21.5% | -0.6%
COc1ccc(C)cc1NC(=O)C1CCN(S(=O)(=O)c2ccc3c(c2)CCCN3C(C)=O)CC1 | -1.5% | 0.7% | -9.0% | -11.2% | 17.8% | -8.6% | 2.3%
Cc1c(Cl)cccc1NC(=O)Cn1nnc(-c2nc(-c3ccccc3)no2)c1N | -3.9% | -1.4% | -2.5% | 4.5% | ? | 20.3% | -0.1%
COc1ccc2c(c1)c1c(c(=O)n(Cc3ccccc3)c(=O)n1Cc1cccc(Cl)c1)n2C | -8.2% | -1.0% | -5.5% | -17.5% | -0.4% | -0.8% | -1.0%
COc1ccc(S(=O)(=O)NCc2ccc3c(c2)CCN3C(=O)c2ccc(C)cc2)cc1Cl | -6.3% | 0.7% | 10.2% | -29.4% | 20.9% | -11.5% | -1.1%
Cc1cccc(NC(=O)CSc2nc3ccccc3nc2N2CCC(C)CC2)c1 | -28.0% | -0.8% | -1.5% | -12.1% | 4.5% | -27.1% | 0.0%
O=C(CCS(=O)(=O)c1cc(Br)cc2c1N(C(=O)C1CC1)CC2)NCc1ccc(Cl)cc1 | 25.5% | 0.1% | -3.5% | -6.2% | 8.0% | -8.4% | 1.9%
CSc1ncc(C(=O)Nc2ccccc2C(=O)c2ccccc2)c(C)n1 | -0.7% | -0.2% | -2.0% | 3.4% | 5.6% | -15.2% | -8.0%
COc1ccccc1NC(=O)c1oc2ccccc2c1NC(=O)Cc1ccccc1 | -10.5% | 0.5% | 5.6% | 3.2% | -8.6% | 7.9% | -0.4%
COc1ccc(CN(Cc2ccco2)c2cnc(S(C)(=O)=O)nc2C(=O)Nc2ccc(C)cc2C)cc1 | 2.2% | -4.1% | -0.3% | -17.2% | ? | -0.1% | -4.4%
CC(=O)c1ccc(NC(=O)C2CCC(CNS(=O)(=O)c3ccc(Br)s3)CC2)cc1 (stereo unspecified) | -8.2% | -2.0% | -4.1% | -17.4% | 0.6% | -7.8% | -7.7%
COc1ccc(S(=O)(=O)c2c(O)c3ccc(C(=O)NCc4ccccc4)cc3[nH]c2=O)cc1 | -4.9% | 0.4% | 2.0% | -7.0% | 10.5% | -1.5% | -3.1%
Cc1ccc(C)c(N2CCN(CCCNC(=O)c3nnc(Cc4ccc(F)cc4Cl)o3)CC2)c1 | 7.3% | 0.4% | 0.5% | -18.7% | -14.9% | ? | -7.5%
CCCCn1c(=N)c(S(=O)(=O)c2ccc(C)cc2)cc2c(=O)n3cc(C)ccc3nc21 | -2.6% | 0.6% | 3.1% | -1.0% | 6.4% | 23.0% | ?
CCOc1cc(C(=O)Nc2ccc3c(c2)n(C)c(=O)c(=O)n3C)cc(OCC)c1OCC | 0.1% | 0.7% | -4.1% | -5.5% | -22.7% | 12.8% | 3.1%
COc1ccc(OC)c(S(=O)(=O)Nc2cccc(-c3ccc(N4CCCCCC4)nn3)c2)c1 | 0.4% | 5.5% | -3.4% | . | . | 21.1% | -1.7%
O=C(CSc1nnc(-c2ccc(Cl)cc2)c(-c2ccc(Cl)cc2)n1)NC1CCCC1 | -0.2% | -3.0% | 0.7% | 3.3% | 5.7% | -6.7% | -0.8%
Cc1c(NC(=O)c2cc(-c3ccc(O)cc3)on2)c(=O)n(-c2ccccc2)n1C | 9.6% | 0.4% | -13.5% | . | . | -21.3% | 1.2%
Cc1c(-c2cccc(NC(=O)Nc3ccccc3)c2)nc2ncccn12 | -6.5% | 0.4% | 0.7% | -9.5% | -7.2% | 14.5% | -1.7%
Cc1cccc(/C=C(\C#N)c2nc3ccccc3c(=O)[nH]2)c1 | 0.8% | 0.5% | 0.3% | -8.0% | 15.6% | -9.3% | 1.7%
Cc1oc(C)c2c(=O)cc(-c3ccc4c(c3)OCO4)cc(OC(=O)c3ccccc3Br)c12 | 5.2% | -0.6% | -10.5% | -0.9% | ? | ? | -11.2%
CCOC(=O)C1CCCN(C(=O)c2ccc3c(c2)N(Cc2ccccc2F)C(=O)c2ccccc2S3=O)C1 (stereo unspecified) | -3.2% | -2.0% | -2.7% | -14.2% | 4.5% | -18.3% | 0.0%
CCCNC(=O)Cn1nc(-c2ccc(C)cc2)c2cnc3ccc(CC)cc3c21 | 4.0% | -0.8% | 6.9% | 4.2% | -7.2% | 3.7% | ?
Cc1ccccc1NC(=O)Cn1c(=O)n(CCC(=O)NCc2ccc3c(c2)OCO3)c(=O)c2sccc21 | -23.2% | -1.2% | -4.1% | 7.1% | ? | ? | -1.9%
Cc1ccccc1Nc1c(-c2cc(Br)ccc2F)nc2ccccn12 | 4.0% | 0.4% | -7.2% | -1.7% | 12.7% | -8.5% | -0.6%
COc1ccc(S(=O)(=O)NC2(C(F)(F)F)NC(=O)N(CCc3ccc(OC)c(OC)c3)C2=O)cc1 (stereo unspecified) | 7.7% | 0.6% | 2.7% | -11.7% | 18.5% | 1.4% | 6.9%
COC(=O)c1ccc(C2c3c(oc4ccc(C)cc4c3=O)C(=O)N2Cc2ccc3c(c2)OCO3)cc1 (stereo unspecified) | -0.3% | 0.6% | -3.3% | 3.5% | 6.2% | -13.7% | 0.0%
CCC(=O)N1c2ccccc2CC1C(=O)NCCc1ccccc1OC (stereo unspecified) | -6.0% | 0.0% | -1.1% | -5.3% | 0.9% | 2.1% | 0.0%
COc1ccc(Cl)cc1NC(=O)CCCN1C(=O)C(c2ccccc2)Oc2cccnc21 (stereo unspecified) | 5.9% | -0.7% | 6.2% | -34.0% | ? | 5.7% | 3.5%
Cc1ccc(-n2c(=O)c3oc4ccccc4c3n(CC(=O)Nc3ccccc3)c2=O)cc1C | 1.2% | -0.8% | -0.2% | -20.3% | 6.7% | 0.2% | -4.0%
CCCCCCn1nnc2sc(-c3ccccc3)cc2c1=O | -8.0% | 0.9% | 1.8% | -11.8% | 8.9% | -2.8% | 3.1%
O=c1c(N2CCc3ccccc3C2)csc2ccc(Br)cc12 | 10.7% | 2.8% | -5.0% | -26.0% | ? | -0.2% | 4.2%
COc1ccccc1CNS(=O)(=O)c1c(C)nc2sccn2c1=O | -4.4% | 0.3% | -8.4% | -0.8% | ? | -15.9% | 4.0%
Cc1ccc(C(=O)c2sc(Nc3ccccc3F)c(S(=O)(=O)c3ccccc3)c2N)c(C)c1 | 18.7% | 0.5% | 1.7% | -11.3% | 7.9% | 23.4% | 0.0%
COc1cccc(NC(=O)CSc2nnc(-c3cccs3)o2)c1 | -15.3% | -4.3% | -6.5% | 1.5% | -12.5% | ? | 0.4%
CCOC(=O)c1ccc(NC(=O)c2cnn(-c3ccc(C)cc3C)c2C2CCN(C(=O)OC(C)(C)C)CC2)cc1 | 13.0% | -0.6% | -3.8% | -23.3% | 6.5% | 20.1% | -1.0%
Cc1cc(C)c(S(=O)(=O)Nc2ccc3oc(C)c(C(=O)OC(C)C)c3c2)cc1C | 68.0%[activator] | -1.0% | -1.4% | ? | 11.7% | ? | -12.2%
COc1ccc(CN(C(=O)Nc2cccc(Cl)c2)c2ccccn2)cc1OC | 3.5% | -3.3% | 3.1% | -18.4% | 22.8% | 8.4% | ?

6 entries out of the list, arranged by heavy-atom count, smallest number first.
SMILES | p53null 32C kill | B2AR arrestin ag | PTAP-TSG101 blk | FH mod | NTMT1 inh | p53null 39C kill | GALK inh
O=c1c(N2CCc3ccccc3C2)csc2ccc(Br)cc12 | 10.7% | 2.8% | -5.0% | -26.0% | ? | -0.2% | 4.2%
COc1cccc(NC(=O)CSc2nnc(-c3cccs3)o2)c1 | -15.3% | -4.3% | -6.5% | 1.5% | -12.5% | ? | 0.4%
COc1ccccc1CNS(=O)(=O)c1c(C)nc2sccn2c1=O | -4.4% | 0.3% | -8.4% | -0.8% | ? | -15.9% | 4.0%
COc1ccc(CN(C(=O)Nc2cccc(Cl)c2)c2ccccn2)cc1OC | 3.5% | -3.3% | 3.1% | -18.4% | 22.8% | 8.4% | ?
Cc1cc(C)c(S(=O)(=O)Nc2ccc3oc(C)c(C(=O)OC(C)C)c3c2)cc1C | 68.0%[activator] | -1.0% | -1.4% | ? | 11.7% | ? | -12.2%
Cc1ccc(-n2c(=O)c3oc4ccccc4c3n(CC(=O)Nc3ccccc3)c2=O)cc1C | 1.2% | -0.8% | -0.2% | -20.3% | 6.7% | 0.2% | -4.0%
